Bioassay records as filed in PubChem BioAssay.
PMI inhibitors – inhibitors of human PMI, primary screen, biochemical, fluorescence intensity, coupled assay (AID 1209); inhibition, % at 20 µM; hits with a dose series show IC50 in µM; actives 0.42% (n = 190,000); purified PMI enzyme, coupled fluorescence intensity; higher % means a stronger effect; Mannose-6-phosphate isomerase (Homo sapiens);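 also: plate controls were DMSO vehicle for no effect and wells lacking substrate for full effect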
West Nile antiviral – West Nile virus antiviral activity, cell-based, CPE readout (AID 1621). West Nile virus-infected cells, CPE inhibition; higher % means a stronger effect. one-dose CPE inhibition, % at 10 µM; IC50 in µM for titrated hits. actives 0.02% (n = 290,000); in the data active = a potency from the dose series; inconclusive = CPE inhibition mostly from about 3.7% at the one dose, without a potency; inactive = the rest, 99 in 100 with CPE inhibition below about 2.2%; also: strong numbers were not always called active
SV40 large T antigen – SV40 large T antigen inhibitors, biochemical (AID 1903). SV40 large T antigen ATPase/helicase inhibition assay; higher % means a stronger effect. inhibition, % at 20 µM, or IC50 in µM where a hit was titrated. actives 0.39% (n = 310,000); in the data active = a potency from the dose series; inconclusive = inhibition mostly from about 32% at the one dose, without a potency; inactive = the rest, 99 in 100 with inhibition below about 32%; also: strong numbers were not always called active
Ins promoter up – insulin promoter activators in MIN6 cells, imaging, high-content screening, mouse beta cells; MIN6 insulin promoter-GFP reporter; hits give high values; z-score at 5 µM; actives 0.3% (n = 190,000); AID 1625, 2009;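 active = z-score above 3 at 5 µM with at least 500 cells counted in the well; inconclusive = wells under 500 cells, flagged as cytotoxic or low count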
TNAP activators – human TNAP enzyme activators, primary screen, biochemical, luminescent, no phosphate acceptor, uHTS (AID 1001); activation fold at 20 µM; hits with a dose series show EC50 in µM; Alkaline phosphatase, tissue-nonspecific isozyme (Homo sapiens); actives 0.03% (n = 200,000); purified TNAP, luminescent activation assay, no phosphate acceptor; higher activation fold means a stronger effect; in the data active = activation fold from about 3, or a potency from the dose series; inactive = the rest, 99 in 100 with activation fold below about 1.6; also: many of its hits are not listed in these tables
human PMI inhibitors – human PMI inhibitors, high substrate, primary screen, biochemical, fluorescence intensity, high mannose 6-phosphate (AID 1220) | Mannose-6-phosphate isomerase (Homo sapiens) | recombinant PMI enzyme, coupled fluorescence intensity; higher % means a stronger effect | inhibition, % at 20 µM, or IC50 in µM where a hit was titrated | actives 0.66% (n = 190,000)
CSM14.1 death rescue – rescue of cells from ER stress-induced death, primary screen, 384-well, CSM14.1, thapsigargin, ATP luminescence (AID 1222) | CSM14.1 thapsigargin-induced death rescue, ATP luminescence; higher % means a stronger effect | cellular ATP content (survival), % at 20 µM, or EC50 in µM where a hit was titrated | 190,000 tested, under 10 active;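 active = EC50 below 50 µM in the dose-response confirmation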;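 also: death triggered by thapsigargin at about 15 µM added after 2 h compound pretreatment; cell ATP read after overnight thapsigargin exposure of roughly 18 to 22 hours; normalized against plate controls of thapsigargin alone and 5% DMSO vehicle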
PhoP inhibition – inhibitors of PhoP regulon expression, primary screen, Salmonella Typhimurium, GFP reporter (AID 1863) | actives 0.16% (n = 300,000) | inhibition, % at 50 µM, or IC50 in µM where a hit was titrated | S. Typhimurium PhoP-regulated promoter GFP reporter, 4 h; higher % means a stronger effect;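 active = inhibition over 29.93%, a cutoff 3 SD above the screen mean, later confirmed by dose response; inconclusive = inhibition over 29.93% but no dose response follow-up; inactive = inhibition at most 29.93% or unconfirmed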;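 also: 0% = low Mg2+ inducing control and 100% = high Mg2+ repressing control; strong numbers were not always called active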
RSV antiviral HEp-2 – RSV antiviral activity via CPE protection, HEp-2 cells, primary 10 µM value included (AID 2391). HEp-2 cells, RSV-induced CPE inhibition; higher % means a stronger effect. one-dose CPE inhibition, % at 10 µM; IC50 in µM for titrated hits. actives 0.13% (n = 310,000); in the data active = a potency from the dose series; inconclusive = CPE inhibition mostly from about 23% at the one dose, without a potency; inactive = the rest, 99 in 100 with CPE inhibition below about 21%; also: strong numbers were not always called active
Ins promoter up cell count – also measured in Ins promoter up; calls as there; cell count; measured here: cytotoxicity, nuclei count;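 total cells summed across four imaged fields per well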
The depositor's hits bear a star; ? = inconclusive; nt = no result given; & = joins results of further samples; ! = repeats disagree. Rule as the data show it, unless noted: active = inhibition above about 50%; inactive = the rest.

SMILES	PMI inhibitors	West Nile antiviral	SV40 large T antigen	Ins promoter up	Ins promoter up cell count	TNAP activators	human PMI inhibitors	CSM14.1 death rescue	PhoP inhibition	RSV antiviral HEp-2
CCOC(=O)c1cc2c(OC)ccc(OC)c2n1CC(=O)c1ccccc1	nt	-0.7%	-5%	nt	nt	nt	nt	nt	7%	0.7%
CCOC(=O)CC(NS(=O)(=O)c1ccc(NC(C)=O)cc1)c1ccc(OCC)cc1 (centres undefined)	-11%	-0.2%	1%	nt	nt	1.1	-10%	0.8%	-16%	0.7%
C(=N\NCc1ccccc1)/c1ccc2ncccc2c1	nt	-0.4%	16%	-0.12	1102	nt	nt	nt	-3%	nt
Cc1oc(-c2cccs2)nc1CS(=O)CC(=O)NCCc1ccccc1 (centres undefined)	15%	0.1%	5%	-0.79	897	1.1	14%	-0.6%	12%	1.1%
CCC(=O)NC(=S)Nc1ccc(NC(=S)NC(=O)c2ccccc2)cc1	nt	0.5%	3%	-0.67	886	1	nt	-0.6%	1%	nt
C=CCn1c(Cc2csc(N)n2)nnc1SCC(=O)OCC	10%	-0.1%	14%	-0.52	1310	1.1	11%	-2.2%	-2%	-0.2%
O=C(O)C1CCN(Cc2ccccn2)CC1	-24%	0.1%	8%	-0.49	1297	1	-23%	-0.8%	3%	-0.9%
COc1ccc(NC(=O)CCC(=O)N/N=C/c2cccnc2)cc1	nt	0.6%	2%	nt	nt	nt	nt	nt	6%	0.9%
O=c1cc(Cl)[nH]c(=O)n1Cc1ccc(F)cc1	nt	0.8%	-2%	nt	nt	nt	nt	nt	-10%	0.4%
Cc1cccc(CS(=O)(=O)c2ncc(Cl)c(C(=O)Nc3c(C)cccc3C)n2)c1	nt	2.4%	10%	nt	nt	nt	nt	nt	3%	-2.1%
CCCCN(C)S(=O)(=O)c1ccc(C(=O)N(CCN(C)C)c2nc3ccc(C)cc3s2)cc1	3%	0.0%	2%	-1.1	1617	1.1	1%	-1.6%	-7%	1.7%
COc1cc(/C=N/NC(=O)c2ccncc2)ccc1O	nt	1.8%&0.3%	6.8µM*!	nt	nt	nt	nt	nt	-4%&-3%	-0.1%&-0.2%
Cc1cc(C)c(C(=O)CSc2nc3ccccc3c(=O)[nH]2)cc1C	-3%	-1.3%	15%	-1.1	1240	1.1	-6%	nt	-6%	2.7%
O=C(NCC(=O)N(c1cccnc1)C(C(=O)NC1CCCCC1)c1cccnc1)c1ccco1 (centres undefined)	5%	0.2%	1%	0.16	1800	1.1	6%	-1.4%	-19%	-0.1%
CCCC(=O)Nc1ccc(Cl)c(NC(=O)c2ccc(Br)o2)c1	11%	0.3%	4%	0.5	1367	1.1	-4%	-3.1%	0%	-0.5%
COc1cccc(N2C(=O)CC(N3CCC(c4nc5ccccc5[nH]4)CC3)C2=O)c1 (centres undefined)	-4%	0.0%	5%	1	1267	1	-7%	-1.9%	-6%	0.9%
Cc1nnc(SC(C)C(=O)Nc2ccc3c(c2)OCCO3)s1 (centres undefined)	-7%	1.0%	-1%	0.75	1171	1	-12%	1.9%	14%	2.8%
COc1cccc(-c2cc(C(=O)N3CCN(c4ncccn4)CC3)c3ccccc3n2)c1	7%	nt	1%	-0.72	1237	1	1%	-2.9%	-2%	3.5%
C/C(=C\C(=O)c1ccc(Cl)cc1Cl)N(C)C	-13%	0.1%	5%	0	1292	1.1	-13%	nt	0%	-0.1%
COc1ccc(NC(=O)N2CCCc3cccc(C)c32)cc1	nt	0.1%	5%	-1.2	1402	nt	nt	nt	-9%	nt
Cc1cccc(-c2nnc3sc(-c4ccccc4)nn23)c1	12%	1.2%	1%	0.08	989	1	5%	0.8%	0%	1.4%
O=C1CCC(=O)N1CC1CC2CCC1C2 (centres undefined)	nt	-0.1%	3%	0.11	1457	nt	nt	nt	-2%	1.6%
COC(=O)Nc1ccc(S(=O)(=O)N2CCC(C(=O)NC3CCCCC3)CC2)cc1	8%	-0.1%	3%	nt	nt	1.1	8%	-1.1%	4%	-2.4%
CCOc1ccc2nc(SCC(=O)Nc3ccc(S(=O)(=O)N4CCCC4)cc3)c(C)cc2c1	nt	0.5%	5%	-0.19	835	nt	nt	nt	4%	2.7%
CCCCN(C)CCNC(=O)c1c[nH]c2ccc(S(=O)(=O)N(CC)CC)cc2c1=O	-10%	nt	10%	-0.64	1511	1	-8%	0.8%	7%	1.1%
COc1ccccc1/C=C\C(=O)NCC(=O)N/N=C(\C)Cc1ccccc1	nt	-0.1%	13%	0.18	1084	nt	nt	nt	3%	1.7%
[O-]/C(=C(\C(=S)Nc1cccc2ccccc12)[n+]1cccc(CO)c1)c1ccc(Cl)s1	-2%	0.0%	14%	1.1	1418	1	27%	0.1%	-1%	nt
Cc1cc(=O)[nH]c2ccc(S(=O)(=O)N3CCOCC3)cc12	nt	0.2%	11%	nt	nt	nt	nt	nt	4%	-0.4%
C=CCNC(=O)COC(=O)c1cc(S(=O)(=O)N2CCCCC2)ccc1Cl	-6%	0.1%	6%	-0.73	1267	1	-8%	-1.4%	1%	0.7%
COCCn1cnc2c1c(=O)n(CC(=O)OCC#N)c(=O)n2Cc1ccccc1	4%	0.3%	0%	-0.73	1142	1.1	0%	-0.6%	-6%	-0.1%
O=C(/C=C/c1ccco1)NCCCN1CCN(CCCNC(=O)/C=C/c2ccco2)CC1	6%	-0.1%	5%	0.42	1418	1.1	10%	-0.5%	-7%	-0.1%
COc1ccc(/C(C)=N/NC(=O)CCC(=O)Nc2ccc(Cl)cc2Cl)c(OC)c1	6%	-0.8%	0%	-2.4	541	0.9	-1%	-0.1%	?	1.1%
O=C(c1ccc(Cl)c(S(=O)(=O)N2CCOCC2)c1)N1CCN(c2ccccc2)CC1	nt	-0.8%	29%	nt	nt	nt	nt	nt	-2%	3.1%
COc1ccc([C@@H]2[C@@H](C(=O)C(C)(C)C)N3N=Cc4ccccc4[C@@H]3C23C(=O)OC(C)(C)OC3=O)cc1OC	-25%	-0.4%	19%	-0.05	1319	1.1	-31%	-0.1%	-2%	0.1%
COCCCn1c(SCc2nnc(-c3ccc(OC)c(OC)c3)o2)nnc1-c1ccncc1	-1%	-0.1%	10%	-0.12	1380	1.1	3%	-1.5%	6%	0.5%
COC(=O)c1ccc(C(=O)N2CCCC(N3CCN(c4ccccc4)CC3)C2)nc1 (centres undefined)	nt	-0.2%	7%	nt	nt	nt	nt	nt	-4%	-0.5%
CC(C)n1c(NCc2nc3ccccc3n2C)nc2ccccc21	10%	-0.9%	1%	nt	nt	1.3	6%	-1.8%	-2%	11%
Cn1c(SCC(=O)N2CCCc3ccccc32)nnc1-c1ccco1	-4%	nt	13%	0.25	1651	1.1	-8%	-1.5%	-5%	2.4%
CN1CCCCCC1C(=O)N1CCC(N2CCC(C(=O)N3CCOCC3)CC2)CC1 (centres undefined)	26%	-0.1%	2%	0.66	1373	1.1	15%	0.4%	-5%	-2.6%
CCOc1cc(C(c2c(C)[nH][nH]c2=O)c2c(C)[nH][nH]c2=O)cc(Cl)c1O	nt	0.3%	19%	nt	nt	nt	nt	nt	-5%	2.5%
Brc1ccc(C2=CC(c3cccs3)n3ncnc3N2)cc1 (centres undefined)	-26%	-1.4%	?	-0.33	1493	1.1	-45%	1.7%	-253%	11%
S=C1NCN(C2CCCCC2)CN1c1ccccc1	nt	0.0%	9%	-0.47	1377	nt	nt	nt	8%	nt
CC(=O)N(c1ccc(C)cc1)S(=O)(=O)c1ccc(Cl)cc1	11%	0.2%	5%	-1.9	1624	1.1	8%	-1.0%	3%	1.5%
CN1CCc2c(n(CC(O)CN(CCO)CCO)c3ccccc23)C1=O (centres undefined)	-20%	-0.3%	-6%	1.1	1177	1	3%	-1.8%	4%	0.5%
c1ccc(CCc2nn3c(C4COc5ccccc5O4)nnc3s2)cc1 (centres undefined)	29%	-0.6%	-3%	0.18	1667	1.1	2%	-1.8%	-7%	6.1%
Cc1ccsc1C(=O)NNC(=S)NC1CCCCC1	nt	1.0%	?	nt	nt	nt	nt	nt	-3%	3.5%
CC(NC(=O)Cc1c(F)cccc1Cl)C1CCCO1 (centres undefined)	-5%	0.3%	24%	0.04	884	1.2	2%	-0.1%	0%	0.8%
c1ccc2nc(N3CCN(Cc4ccc5c(c4)OCO5)CC3)cnc2c1	6%	-0.5%	0%	-0.65	1443	1	2%	2.2%	7%	-2.0%
Cc1nn(-c2ccccc2)c(C)c1/C=C/C(=O)OC(C)C(=O)Nc1ncc(Cl)cc1Cl (centres undefined)	22%	-0.6%	12%	0.39	1323	1	7%	2.1%	-2%	5.4%
OC(CNCCCCNCC(O)C(F)(F)F)C(F)(F)F (centres undefined)	2%	-0.8%	20%	-0.05	1573	1	4%	-1.9%	-6%	4.6%
Cc1ccc2nc(Nc3ccc(C)c(C)c3)c3nncn3c2c1	nt	-1.4%	-4%	nt	nt	nt	nt	nt	2%	0.8%
COC(=O)c1nc(NC(=S)NC(=O)c2cccs2)sc1C	nt	-0.2%	12%	nt	nt	nt	nt	nt	-1%	17%
O=C(NC1CCCCCC1)C1CCCN(c2ncccn2)C1 (centres undefined)	nt	-0.7%	8%	nt	nt	nt	nt	nt	11%	1.0%
CC(C)c1ccc(N2C=Nc3ccc(C(C)C)cc3C2)cc1	nt	1.9%	10%	2.4	913	nt	nt	nt	8%	?
O=C(CCC(=O)OCc1ccc([N+](=O)[O-])cc1)Nc1ccc(F)cc1	12%	-0.2%	1%	-0.49	1390	1	11%	-0.4%	-6%	-0.2%
O=C(Cn1cnc2ccccc21)c1ccc(Br)cc1	20%	-0.7%	12%	-0.23	1487	1	15%	2.8%	2%	1.0%
Cc1sc(NC(=O)c2cccc([N+](=O)[O-])c2)c(C(N)=O)c1-c1ccc(C(C)(C)C)cc1	8%	-0.2%	1%	nt	nt	1.1	3%	-2.2%	3%	1.2%
CCOc1cc(C(=S)N2CCCCC2)ccc1OS(=O)(=O)c1ccc(Cl)cc1	11%	-1.3%	8%	-0.69	1553	1.1	6%	4.8%	-7%	-1.2%
Cc1cccc2c1NC(C)CC2C (centres undefined)	8%	0.0%	19%	-0.23	1176	1.1	-8%	-1.1%	-12%	0.1%
COc1cc(C(=S)N2CCOCC2)ccc1OC(=O)c1ccccc1	nt	-0.7%	6%	nt	nt	nt	nt	nt	-2%	3.9%

Part of the list above, with two lines to a compound:
Under each structure: PMI inhibitors	West Nile antiviral	SV40 large T antigen	Ins promoter up	Ins promoter up cell count	TNAP activators	human PMI inhibitors	CSM14.1 death rescue	PhoP inhibition	RSV antiviral HEp-2
O=C(Cn1cnc2ccccc21)c1ccc(Br)cc1
 : 20%	-0.7%	12%	-0.23	1487	1	15%	2.8%	2%	1.0%
Cc1nn(-c2ccccc2)c(C)c1/C=C/C(=O)OC(C)C(=O)Nc1ncc(Cl)cc1Cl (centres undefined)
 : 22%	-0.6%	12%	0.39	1323	1	7%	2.1%	-2%	5.4%
